GPR151 ag: human GPR151 activation | Q8TDV0 | PathHunter beta-arrestin GPR151 cells, luminescence | activation, % at 11.2 µM | 1% of 650,000 active; in the data active = activation above about 4.9%;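 note: 0% = median of compound wells and 100% = cells with positive control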
Target sequence (Q8TDV0 whole entry, looked up): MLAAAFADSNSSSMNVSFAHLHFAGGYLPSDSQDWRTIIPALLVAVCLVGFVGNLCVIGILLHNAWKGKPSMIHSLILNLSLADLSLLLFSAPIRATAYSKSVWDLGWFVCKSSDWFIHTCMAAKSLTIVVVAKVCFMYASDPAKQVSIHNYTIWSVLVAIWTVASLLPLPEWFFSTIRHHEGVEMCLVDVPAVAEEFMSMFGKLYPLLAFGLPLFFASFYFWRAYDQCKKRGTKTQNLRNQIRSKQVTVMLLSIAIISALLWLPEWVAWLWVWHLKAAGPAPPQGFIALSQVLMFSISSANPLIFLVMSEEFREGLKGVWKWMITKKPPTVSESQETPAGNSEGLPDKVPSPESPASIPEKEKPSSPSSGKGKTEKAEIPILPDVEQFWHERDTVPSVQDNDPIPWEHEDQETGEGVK
MITF primary: human MITF inhibition, primary screen. O75030. AlphaScreen MITF homodimerization, bead proximity signal. inhibition, % at 2.6 µM. 0.91% of 650,000 active; in the data active = inhibition above about 50%;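 note: 0% = vehicle wells with protein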
TEAD-YAP inh: TEAD-YAP interaction inhibition. AID 1259422. inhibition, % at 9.12 µM. 1.4% of 640,000 active. HEK-TIYL cells, TEAD-Gal4/YAP UAS-luciferase luminescence; in the data active = inhibition above about 32%;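 note: 0% = median of test compound wells and 100% = reference inhibitor wells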
FBW7 activator: human FBW7 E3 ligase activation, primary screen | AlphaScreen FBW7–phospho-cyclin E peptide binding, activator screen | Q969H0 | 0.13% of 650,000 active | AID 1259310 | normalized activity (activation), % at 26.1 µM; in the data active = normalized activity above about 1.9%;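 note: purified mutant Fbw7 with reduced substrate affinity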
Target sequence (Q969H0 whole entry, looked up): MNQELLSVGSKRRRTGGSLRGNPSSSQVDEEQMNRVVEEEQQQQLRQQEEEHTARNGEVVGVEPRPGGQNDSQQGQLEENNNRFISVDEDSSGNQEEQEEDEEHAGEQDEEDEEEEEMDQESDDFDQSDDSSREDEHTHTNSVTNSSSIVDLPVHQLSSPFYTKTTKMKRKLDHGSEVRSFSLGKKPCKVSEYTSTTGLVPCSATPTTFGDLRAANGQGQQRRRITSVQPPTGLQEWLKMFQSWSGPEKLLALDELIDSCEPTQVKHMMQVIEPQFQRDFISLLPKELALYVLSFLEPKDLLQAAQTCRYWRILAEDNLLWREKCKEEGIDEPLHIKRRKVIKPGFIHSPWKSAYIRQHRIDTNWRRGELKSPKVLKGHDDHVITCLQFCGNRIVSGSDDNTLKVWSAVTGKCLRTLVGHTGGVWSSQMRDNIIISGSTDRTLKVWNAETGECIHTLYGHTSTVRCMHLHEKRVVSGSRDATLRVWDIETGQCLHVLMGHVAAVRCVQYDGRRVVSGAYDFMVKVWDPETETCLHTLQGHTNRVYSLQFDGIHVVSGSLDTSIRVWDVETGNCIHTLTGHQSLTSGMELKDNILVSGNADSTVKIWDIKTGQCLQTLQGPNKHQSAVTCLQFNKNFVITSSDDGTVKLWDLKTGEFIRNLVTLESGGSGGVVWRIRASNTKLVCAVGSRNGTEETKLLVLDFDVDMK
Active calls of the source: *.

SMILES | GPR151 ag | MITF primary | TEAD-YAP inh | FBW7 activator
CSCCC(NC(=O)/C(=C\c1ccccc1)NC(=O)c1ccco1)C(=O)O (stereo unspecified) | -0.5 | 24 | 2 | 0.5
OC(COCc1ccco1)CN1CCN(CC(O)COCc2ccco2)CC1 (stereo unspecified) | 0.6 | 23 | 5 | -0.2
COc1ccccc1NC(=S)NC(=O)Cc1ccccc1 | -0.3 | 8 | 5 | 0.5
Cc1ccc(N=Cc2ccc([N+](=O)[O-])s2)c(O)c1 | 0.5 | 2 | -9 | 0.0
CCCC(=O)N(CCCN1CCOCC1)c1nc2c(F)cccc2s1 | 0.2 | 5 | -18 | -0.1
CCOC(=O)N/N=C(\C)c1ccc(F)cc1 | 1.1 | 14 | -39 | 0.2
O=C(NNC(=O)c1c[nH]c2ccccc12)Nc1cccc([N+](=O)[O-])c1 | -1.0 | 10 | -11 | 0.0
O=C(COC(=O)CCCN1C(=O)c2ccccc2C1=O)Nc1ccc(SC(F)F)cc1 | 0.2 | 4 | 9 | 0.0
COC(=O)C1=C(Cn2cnc3ccccc32)NC(=O)NC1c1cc(C)ccc1C (stereo unspecified) | 3.3 | -17 | 8 | 0.0
O=C1N(c2ccccc2)C[C@@H]2C[C@@H](c3ccc4nsnc4c3)N3CCC[C@@]123 | 1.8 | 6 | 2 | 0.0
COc1cc(C2NC(=O)NC(C)=C2C(=O)OC2CCCCC2)cc(Cl)c1O (stereo unspecified) | 2.2 | 1 | 3 | 0.0
Cc1ncc([N+](=O)[O-])n1Cc1ccc(F)cc1 | 0.5 | 9 | 1 | -0.1

Complete entries from above. Values in the order: GPR151 ag | MITF primary | TEAD-YAP inh | FBW7 activator
Record of `O=C(COC(=O)CCCN1C(=O)c2ccccc2C1=O)Nc1ccc(SC(F)F)cc1` = 0.2 | 4 | 9 | 0.0
Record of `COc1ccccc1NC(=S)NC(=O)Cc1ccccc1` = -0.3 | 8 | 5 | 0.5
Record of `COc1cc(C2NC(=O)NC(C)=C2C(=O)OC2CCCCC2)cc(Cl)c1O` (stereo unspecified) = 2.2 | 1 | 3 | 0.0

Next section
SMILES | GPR151 ag | MITF primary | TEAD-YAP inh | FBW7 activator
CN1CCN(c2ccc(CNC(=O)C3=Cc4ccccc4OC3)cc2)CC1 | -1.1 | 14 | -1 | 0.3
Cc1ccccc1-c1nc2sc(-c3ccccc3)cc2c(=O)o1 | 0.5 | 4 | -4 | 0.0
OCCN1CCN(C(c2ccc(F)cc2)c2sc3ncnn3c2O)CC1 (stereo unspecified) | -0.8 | 12 | -6 | 0.9
COc1ccc(CCNc2ccc([N+](=O)[O-])cc2C#N)cc1 | -1.0 | -13 | -3 | -0.2
CC(OC(=O)c1cccc2ccccc12)C(N)=O (stereo unspecified) | 0.0 | -9 | 3 | 0.2
CCOC(=O)c1sc(NC(=O)CSc2nnc(CNC(=O)c3ccco3)n2-c2ccc(F)cc2)c(C(=O)OCC)c1C | -0.9 | -14 | -2 | 0.0
CCCS(=O)(=O)N1CCN(Cc2cccc(OC)c2)CC1 | -0.5 | 49 | -14 | 0.1
CN(C)c1ccc(/C=N/NC(=O)c2ccc(=O)[nH]n2)cc1 | -0.4 | -5 | -7 | -0.2
COc1ccc(Cl)cc1NC(=O)Nc1cc(F)ccc1C | -1.0 | 3 | 1 | 0.0
NC(=O)c1ccc(C(N)=O)c(-c2ccccc2)c1 | 1.6 | 4 | 8 | 0.0
COc1cc2nc(NCCN3CCOCC3)nc(NCCN3CCOCC3)c2cc1OC | -1.2 | 19 | 10 | 0.2
COc1cccc(C2/C(=C(/O)c3ccccc3)C(=O)C(=O)N2CCC(=O)O)c1 (stereo unspecified) | 0.3 | 15 | -9 | 1.0
FC(F)(F)Oc1ccc(-c2cnc(N3CCOCC3)nc2)cc1 | -3.3 | -4 | -49 | 0.4
O=C(Nc1ccc2[nH]ncc2c1)[C@@H]1C[C@@H](O)CN1C(=O)c1ccccc1 | -1.6 | 16 | -7 | 0.1
CC12CC(NC(=O)N1c1ccccc1C(F)(F)F)c1cc([N+](=O)[O-])ccc1O2 (stereo unspecified) | -1.2 | -1 | -8 | -0.1
Cc1cc(C(C#N)c2nc3c(s2)CCCC3)nc(Cl)n1 (stereo unspecified) | 1.3 | -2 | -6 | -0.2
CC(=O)NS(=O)(=O)c1ccc(N=NN2CCCC2)cc1 | 0.0 | 14 | 6 | 0.8
Cc1ccc(NC(=O)CSc2nc3c(c(-c4ccco4)c2C#N)CCCC3)cc1 | 1.5 | 2 | -3 | -0.2
CCOC(=O)N1CCN(C(=O)C(C)Sc2ccsc2[N+](=O)[O-])CC1 (stereo unspecified) | -1.9 | -6 | -5 | -0.2
Cc1ccnc(SCC(=O)c2ccc3c(c2)OCO3)n1 | -3.0 | -2 | -21 | 0.2
O=C(c1ccco1)N1CCN(Cc2ccccc2F)CC1 | 2.0 | 61* | -2 | 0.0
CCOCCCN1C(=O)C2C(C(=O)Nc3cccc(OC)c3)C3C=CC2(O3)C1C(=O)NC1CCCCC1C (stereo unspecified) | 0.4 | 0 | 0 | 0.1
COC(=O)c1sc(N2C(=O)C(O)=C(C(=O)c3cccs3)C2c2ccc(Br)cc2)nc1C (stereo unspecified) | 0.1 | 8 | -2 | -0.1
Cn1c(-c2ccc3c(c2)OCO3)cnc1NCc1cccc(Br)c1 | -0.5 | 44 | 4 | 0.3

Rewritten with values under each structure: two of the compounds above.
Value order – GPR151 ag, MITF primary, TEAD-YAP inh, FBW7 activator
> O=C(c1ccco1)N1CCN(Cc2ccccc2F)CC1
 : 2.0, 61*, -2, 0.0
> CCOCCCN1C(=O)C2C(C(=O)Nc3cccc(OC)c3)C3C=CC2(O3)C1C(=O)NC1CCCCC1C (stereo unspecified)
 : 0.4, 0, 0, 0.1

Reformatted with two lines to a compound: part of the list above.
The line under a structure holds: GPR151 ag, MITF primary, TEAD-YAP inh, FBW7 activator
- O=C(c1ccco1)N1CCN(Cc2ccccc2F)CC1
  2.0, 61*, -2, 0.0
- CC12CC(NC(=O)N1c1ccccc1C(F)(F)F)c1cc([N+](=O)[O-])ccc1O2 (stereo unspecified)
  -1.2, -1, -8, -0.1

Additional compounds follow:
SMILES | GPR151 ag | MITF primary | TEAD-YAP inh | FBW7 activator
Cc1ccc(S(=O)(=O)N2CCc3cc(NC(=O)C(C)C)ccc32)cc1 | -0.1 | 6 | -8 | -0.1
O=C1N(Cc2cccc(Cl)c2)C[C@@H]2C[C@@H](c3ccc(OCCO)cc3)N3CCC[C@@]123 | -1.3 | 12 | 5 | 0.3
CC(C)(C)NC(=O)N1CCC2(CC1)OCc1cc(-c3ccccc3)ccc1O2 | -0.7 | 4 | -2 | 0.3
Cc1ccc(OCC(=O)Oc2ccc3c(c2)oc(=O)c2ccccc23)cc1 | -0.4 | 8 | 4 | 0.1
COC(=O)c1ccc(N=C2N=C(N)c3ccccc32)cc1 | -0.7 | 0 | -13 | -0.4
Cc1ccc2oc(-c3ccco3)cc(=O)c2c1 | -2.5 | 8 | -50 | 0.2
CC(C)CC(=O)N1c2ccccc2NC2=C(C(=O)CC(C)(C)C2)C1c1ccc([N+](=O)[O-])cc1 (stereo unspecified) | 2.7 | -3 | 8 | 0.0
Cc1ccc(OCC(=O)NCc2ccncc2)c(Br)c1 | 2.6 | 4 | 2 | -0.2
NCc1nc2ccccc2n1Cc1ccccc1 | 2.7 | -9 | -29 | 0.2
CC1CCN(S(=O)(=O)c2ccc3ncn(CC(=O)N4CCCC(C)C4)c(=O)c3c2)CC1 (stereo unspecified) | -1.1 | 1 | -9 | 0.0
CCOC(=O)CC(NC(=O)c1ccccc1F)c1ccc(OC)cc1 (stereo unspecified) | 0.1 | -2 | 7 | 0.1
CCOC(=O)c1ccc(Nc2nn3c(=O)c4ccc(C(=O)OC)cc4nc3s2)cc1 | -0.3 | 1 | 12 | 0.0
CS(=O)(=O)c1ccc2nc(NC(=O)/C=C/c3cccc([N+](=O)[O-])c3)sc2c1 | 0.8 | 80* | 1 | 0.1
CN(C)CCOc1cc(-c2cn[nH]c2)ccc1NC(=O)C(O)c1ccc(Cl)cc1 (stereo unspecified) | -0.6 | 15 | -5 | -0.1
CCOC(=O)CCc1c(C)c2cc(Cl)c(OC)cc2oc1=O | 1.9 | -12 | -10 | -0.3
O=C(NCCc1ccc(O)cc1)c1cccc(Nc2nccc3ccccc23)n1 | -0.9 | -5 | -16 | -0.2
CCN1CCN(c2c(Cl)cccc2NC(=O)c2c(Cl)ccc3c2OCO3)CC1 | 1.1 | -5 | -2 | -0.1
CC(=O)NC(=S)Nc1ccc(NC(=S)NC(C)=O)cc1 | 0.1 | 12 | 6 | -0.2
Cc1ccc(C2C(C#N)=C(N)OC3=C2C(=O)c2ccccc23)s1 (stereo unspecified) | -0.4 | 5 | 7 | -0.2
NC(=O)c1c(NC(=O)c2noc3c2CCCCC3)sc2c1CCCC2 | 0.0 | 17 | -18 | 0.5
COc1ccc(Cc2nnc(N/N=C/c3ccc(N(C)C)cc3)[nH]c2=O)cc1OC | 1.0 | 11 | -10 | -0.4
O=C(Nc1cnn(Cc2c(F)cccc2Cl)c1)C1CCC1 | -2.4 | -15 | -8 | -0.1
Cc1nnc(SCC(=O)N2CCOCC2)n(N)c1=O | 2.7 | 8 | -1 | -0.4
CN(C(=O)C1(C)COc2ccccc2O1)c1ccc(-c2cn[nH]c2)cc1 (stereo unspecified) | -1.3 | -9 | -1 | -0.1

5 compounds from above with just GPR151 ag, TEAD-YAP inh and MITF primary:
canonical_smiles	GPR151 ag	TEAD-YAP inh	MITF primary
CS(=O)(=O)c1ccc2nc(NC(=O)/C=C/c3cccc([N+](=O)[O-])c3)sc2c1	0.8	1	80*
CN(C)CCOc1cc(-c2cn[nH]c2)ccc1NC(=O)C(O)c1ccc(Cl)cc1 (stereo unspecified)	-0.6	-5	15
CCOC(=O)CCc1c(C)c2cc(Cl)c(OC)cc2oc1=O	1.9	-10	-12
O=C(NCCc1ccc(O)cc1)c1cccc(Nc2nccc3ccccc23)n1	-0.9	-16	-5
CCN1CCN(c2c(Cl)cccc2NC(=O)c2c(Cl)ccc3c2OCO3)CC1	1.1	-2	-5

The results go on.
SMILES | GPR151 ag | MITF primary | TEAD-YAP inh | FBW7 activator
COC(=O)c1c(N)sc(C)c1-c1cc(C)ccc1C | 1.8 | 2 | 2 | -0.1
Cc1cc(Cl)ccc1NC(=S)NCCCN1CCOCC1 | -1.0 | -2 | -3 | -0.1
Fc1cccc(NC(=S)N2CCCC2)c1 | 1.1 | -5 | 2 | -0.2
CCc1ccccc1NC(=O)c1cc(S(=O)(=O)N(C)c2ccccc2)c(C)o1 | 0.0 | 4 | -12 | -0.1
Cc1ccc(N2CCN(c3ncnc4c3c(-c3ccccc3)cn4-c3ccc(Cl)cc3)CC2C)cc1 (stereo unspecified) | 1.9 | 6 | -2 | -0.1
Cc1ccccc1CSc1ccc(C(=O)NNC(=O)c2ccncc2)cc1[N+](=O)[O-] | 0.8 | 0 | -13 | -0.1
CN1CCN(C(=O)c2ccc(NCc3ccc(F)cc3)c(S(=O)(=O)Nc3cccc(C(F)(F)F)c3)c2)CC1 | 0.7 | -1 | 2 | 0.1
O=C1C(=O)N(CCOCCO)C(c2cccs2)/C1=C(\O)c1ccccc1 (stereo unspecified) | -0.4 | 10 | 6 | -0.1
NC(=O)c1cc2ccccc2oc1=Nc1ccccc1 | 1.0 | 2 | -46 | -0.1
CC(=O)Nc1ccc(-n2c(/C=C/c3cccc4ccccc34)nc3ccccc3c2=O)cc1 | -1.0 | -11 | 16 | 0.2
Cc1ccccc1N1C(=O)C(Cl)=C(Cl)C1=O | -0.1 | 21 | 5 | 1.4
O=C(CSc1nc2ccccc2c2nc(-c3ccccc3)nn12)NCC1CCCO1 (stereo unspecified) | -1.7 | -1 | 5 | 0.6
CC(C(=O)Nc1ccc(F)c(F)c1)n1cc([N+](=O)[O-])cn1 (stereo unspecified) | -0.6 | 9 | -2 | 0.0
N#Cc1ccccc1N=c1oc2ccccc2cc1-c1nc2ccccc2[nH]1 | -2.0 | 16 | -45 | 0.1
O=C(N/N=C/c1c[nH]c2ccccc12)c1ccco1 | -0.6 | 0 | -50 | -0.2
O=C(CSc1nc2c(c(=O)[nH]1)CCC2)Nc1ccc(Br)cc1 | -1.0 | 0 | -3 | -0.1
CN(CC(=O)N1CCCC1)S(=O)(=O)c1ccc2c(c1)c(=O)n(C)c(=O)n2C | 0.0 | -13 | -7 | 0.0
Cc1oc2c(cc(NS(=O)(=O)c3cc(Cl)ccc3Cl)c3ccccc32)c1C(=O)OC(C)C | 0.7 | 15 | -9 | 1.1
O=C(O)c1ccc(CNC(=O)c2cccnc2C(=O)O)cc1 | 0.2 | 5 | 2 | -0.7
COC(=O)c1cc(OC)c(OC)cc1NS(=O)(=O)c1ccccc1F | -0.4 | 1 | 5 | -0.1
Cc1ccc(C(=O)Nc2ccccn2)o1 | -6.1 | -3 | -42 | 0.2
CCn1c(SCC(=O)Nc2ccc(OC)cc2)nnc1-c1ccccc1C | 0.1 | -7 | 4 | 0.0
CCCNS(=O)(=O)c1ccc(OCC(=O)Nc2ccc(OC)cc2OC)cc1 | 0.1 | 7 | 1 | 0.0
Cc1onc(-c2c(Cl)cccc2Cl)c1C(=O)NCC1CCCO1 (stereo unspecified) | -0.9 | 9 | 4 | 0.1
S=C(NC1CCCCC1)N1CCn2cccc2C1c1cccs1 (stereo unspecified) | 3.7 | 6 | -7 | 0.4
O=C(Cn1nnc(-c2ccccc2F)n1)NCCc1ccccc1 | 1.9 | 23 | -4 | 0.5
COc1cc(/C=C2/N=C(c3ccc(Cl)cc3)OC2=O)ccc1OC(C)=O | 0.0 | -6 | -14 | -0.1
Cc1nnn(-c2nonc2N)c1C(=O)NN | 0.4 | -4 | 0 | -0.1
N#CC1(C#N)[C@@H]2C=Cc3ccccc3N2[C@@H](C(=O)c2ccccc2)[C@@H]1c1ccsc1 | -0.7 | 10 | -6 | -0.1

Screens deposited in PubChem BioAssay by The Scripps Research Institute Molecular Screening Center.
